PvdQ acylase – P. aeruginosa PvdQ acylase inhibition. AID 488965. purified PvdQ acylase, fluorescence plate reader. inhibition, % at 10 µM. actives 0.063% (n = 340,000); in the data active = inhibition above about 30%, passing the limit was not always enough; inconclusive = no clear call, values can overlap the other calls;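 also: 0% = vehicle neutral wells and 100% = reference inhibitor wells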
Wnt bcat act – activates Wnt/beta-catenin signaling in a reporter cell assay; activator, plate reader; activation, % at 9.35 µM; actives 1.2% (n = 300,000); in the data active = activation above about 30%, passing the limit was not always enough; inconclusive = no clear call, values can overlap the other calls;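 also: 0% = neutral control wells and 100% = positive control wells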
phage Ecoli inh – E. coli growth loss with phage present; growth absorbance; inhibition, % at 11.9 µM; actives 0.26% (n = 360,000); in the data active = inhibition above about 11%
Tat transport – inhibitors of E. coli Tat protein transport | E. coli MC4100 TorA-mCherry Tat export, fluorescence | actives 0.036% (n = 340,000) | inhibition, % at 10 µM;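 active = mean replicate inhibition at least 50% and at least half of replicates individually reaching 50%; inconclusive = only one of the two criteria met; inactive = neither criterion met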;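 also: exported cargo escapes ClpAP degradation while cytoplasmic cargo is degraded and loses fluorescence; 0% = median of neutral control wells and 100% = median of NaSCN control wells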
CAL PDZ inh – human CAL PDZ-peptide interaction inhibition | Q9HD26 | purified CAL PDZ, TMR-peptide fluorescence polarization, 1 h | inhibition, % at 20 µM | actives 0.02% (n = 330,000) | AID 504414;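 active = highest replicate inhibition of at least 40%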;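 also: plate controls were DMSO neutral control wells for no effect and unlabeled competitor peptide control wells for full effect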
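material = purified tagged CAL PDZ domain construct (CerCALP) | buffer or medium = sodium phosphate/NaCl buffer pH 7.4 with TCEP, IgG, Thesit | reagent = TMR-labelled reporter peptide T*-PRC34 bound in PDZ groove | incubation = 1 h room-temperature incubation prior to read | measured by = fluorescence polarization (mP) | evaluation = percent inhibition from loss of millipolarization | control set = unlabelled peptide and DMSO controls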
AddAB inh – less growth of phage-infected E. coli with AddAB; inhibition, % at 11.9 µM; AID 435030; E. coli expressing H. pylori AddAB, absorbance growth; actives 0.29% (n = 330,000); in the data active = inhibition above about 12%;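 also: 0% = vehicle wells of infected cells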
PfHsp90 set2 – inhibits growth of yeast expressing Plasmodium falciparum Hsp90 | AID 504621 | actives 0.32% (n = 310,000) | inhibition, % at 9.4 µM | S. cerevisiae expressing PfHsp90, BacTiter-Glo ATP, 48 h; yeast lacking PDR1 and PDR3 efflux regulators;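 active = every replicate shows inhibition above about 80%, whatever the replicate mean, limit read from the data; inconclusive = mean inhibition reaches the set limit but some replicate falls short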;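 also: 0% = DMSO neutral controls and 100% = 20 µM radicicol positive controls; yeast relying on Plasmodium falciparum Hsp90 in place of its own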
Rtt109 HAT inh – inhibitors of Candida albicans Rtt109/Vps75 histone acetyltransferase; Q5AAJ8; purified Rtt109/Vps75, ThioGlo CoA-SH fluorescence, 4 h; inhibition, % at 34.9 µM; actives 0.16% (n = 330,000); AID 540336;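 active = inhibition of at least 50% in every replicate; inconclusive = best replicate reaches 50% inhibition but some replicates fall short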
Target sequence (Q5AAJ8 whole entry, looked up): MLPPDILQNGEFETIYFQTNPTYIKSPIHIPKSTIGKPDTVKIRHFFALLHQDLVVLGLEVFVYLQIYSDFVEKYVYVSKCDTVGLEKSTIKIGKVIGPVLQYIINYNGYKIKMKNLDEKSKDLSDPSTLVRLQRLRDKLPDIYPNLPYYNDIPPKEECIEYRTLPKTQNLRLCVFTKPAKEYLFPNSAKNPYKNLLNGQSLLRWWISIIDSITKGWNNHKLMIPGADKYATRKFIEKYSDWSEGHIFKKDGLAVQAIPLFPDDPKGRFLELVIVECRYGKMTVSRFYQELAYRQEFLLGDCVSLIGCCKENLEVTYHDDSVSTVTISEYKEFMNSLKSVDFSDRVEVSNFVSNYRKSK
E coli growth – reduces bacterial viability in AddAB counter-screen; actives 0.27% (n = 330,000); inhibition, % at 11.9 µM; E. coli V3065 growth, OD600 absorbance, 18 h; AID 449728;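 active = inhibition above the campaign's mean inhibition across all tested compounds plus 3 SD, cut at about 9.9% in these data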;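 also: uninfected addAB+ strain grown without phage in ampicillin broth; 0% = DMSO wells and 100% = ciprofloxacin 0.95 µg/ml wells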
DAGLB inhibitor – blocks human DAGLB lipase activity; actives 0.059% (n = 340,000); HEK293T DAGLB membrane lysate, EnzChek fluorogenic substrate; inhibition, % at 5.17 µM; Q8NCG7; in the data active = inhibition above about 34%;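 also: 0% = enzyme with vehicle and 100% = wells lacking enzyme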
Target sequence (Q8NCG7 whole entry, looked up): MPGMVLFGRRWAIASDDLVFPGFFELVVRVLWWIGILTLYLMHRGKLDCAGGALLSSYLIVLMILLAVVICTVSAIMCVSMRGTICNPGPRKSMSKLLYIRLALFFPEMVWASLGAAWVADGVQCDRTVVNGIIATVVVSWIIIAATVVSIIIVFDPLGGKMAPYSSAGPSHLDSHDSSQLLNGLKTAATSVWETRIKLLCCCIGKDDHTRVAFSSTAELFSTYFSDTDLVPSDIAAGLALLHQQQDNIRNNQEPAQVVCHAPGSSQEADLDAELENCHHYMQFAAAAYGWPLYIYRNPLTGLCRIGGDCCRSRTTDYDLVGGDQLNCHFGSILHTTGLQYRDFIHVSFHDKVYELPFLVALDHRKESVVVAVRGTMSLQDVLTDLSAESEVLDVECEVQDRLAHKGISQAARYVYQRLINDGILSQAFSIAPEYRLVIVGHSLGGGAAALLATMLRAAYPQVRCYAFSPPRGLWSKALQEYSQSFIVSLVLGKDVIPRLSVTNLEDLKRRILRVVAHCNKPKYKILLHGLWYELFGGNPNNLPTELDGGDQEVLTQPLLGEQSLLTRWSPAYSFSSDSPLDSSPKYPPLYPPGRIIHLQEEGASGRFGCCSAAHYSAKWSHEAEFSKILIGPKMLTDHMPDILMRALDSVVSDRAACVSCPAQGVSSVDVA
Starred values were filed as active, the others as inactive; & = joins results of further samples.

How did Cc1ccc(-n2c(C)nnc2SCC(=O)N(C)C2CCS(=O)(=O)C2)cc1 (stereo not drawn) do in these assays?
PvdQ acylase: -11.5; Wnt bcat act: -1.1; phage Ecoli inh: 3.4; Tat transport: 4.7; CAL PDZ inh: -1.5; AddAB inh: 0.3; PfHsp90 set2: 6.6; Rtt109 HAT inh: -2.5; E coli growth: -2.1; DAGLB inhibitor: -0.3

Results for CCOc1ccc(C(=O)NCC(=O)N2CCN(c3ccc(C(F)(F)F)cn3)CC2)cc1 ?
PvdQ acylase: -2.6; Wnt bcat act: 0.2; phage Ecoli inh: 1.2; Tat transport: 10.6; CAL PDZ inh: -0.2; AddAB inh: 0.1; PfHsp90 set2: 15.6; Rtt109 HAT inh: 2.3; E coli growth: -0.2; DAGLB inhibitor: 2.3

What do the screens show for `COc1cccc(NC(=S)N(Cc2ccccn2)Cc2ccccc2Cl)c1`?
PvdQ acylase: 7.3; Wnt bcat act: -0.3; phage Ecoli inh: 2.1; Tat transport: 8.9; CAL PDZ inh: -2.8; AddAB inh: 2.6; PfHsp90 set2: 7.3; Rtt109 HAT inh: -0.2; E coli growth: -0.1; DAGLB inhibitor: -6.6

What do the screens show for `O=C(O)c1cc(S(=O)(=O)Nc2ccccc2Cc2ccccc2)ccc1Cl`?
PvdQ acylase: -11.9; Wnt bcat act: -0.8; phage Ecoli inh: 0.1; Tat transport: -3.2; CAL PDZ inh: -1.4; AddAB inh: 3.3; PfHsp90 set2: 5.7; Rtt109 HAT inh: 2.4; E coli growth: -0.4; DAGLB inhibitor: 8.8

Results for Cc1cc(C)n(C(=O)Cn2nc([N+](=O)[O-])c(Br)c2C)n1 ?
PvdQ acylase: -3.1; Wnt bcat act: -0.8; phage Ecoli inh: 2.9; Tat transport: 10.1; CAL PDZ inh: -3.4; AddAB inh: -1.4; PfHsp90 set2: -10.5; Rtt109 HAT inh: 5.3; E coli growth: 0.4; DAGLB inhibitor: 1.0

Results for COc1cc(C2CC(=O)NC3=C2C(=O)CC(C)(C)C3)ccc1O (stereo not drawn) ?
PvdQ acylase: -5.5&15.6; Wnt bcat act: -4.1; phage Ecoli inh: 0.8; Tat transport: -7.3&-1.2; CAL PDZ inh: 0.0; PfHsp90 set2: -2.4; Rtt109 HAT inh: 0.8&-0.6; DAGLB inhibitor: -1.3

How did O=C(CCC(=O)N1CCOc2ccc(Cl)cc21)NCCCN1CCN(c2ccccc2F)CC1 do in these assays?
PvdQ acylase: -13.7; Wnt bcat act: -2.2; phage Ecoli inh: 3.8; Tat transport: 3.7; CAL PDZ inh: -0.6; AddAB inh: -1.1; PfHsp90 set2: -19.8; Rtt109 HAT inh: 4.4; E coli growth: 0.1; DAGLB inhibitor: 0.8

How did O=C(NCCCNCc1ccccc1)/C(=N\O)c1ccccc1 do in these assays?
PvdQ acylase: 4.1; phage Ecoli inh: 1.6; Tat transport: -3.2; AddAB inh: 0.4; PfHsp90 set2: 4.7; Rtt109 HAT inh: -12.1; E coli growth: -0.8; DAGLB inhibitor: 1.9

How did O=C(c1cc(-c2ccc(Cl)cc2)nc2ccccc12)N1CCOCC1 do in these assays?
PvdQ acylase: -17.7; Wnt bcat act: 1.3; phage Ecoli inh: 2.6; Tat transport: 7.6; CAL PDZ inh: -0.3; AddAB inh: 1.2; PfHsp90 set2: 11.0; Rtt109 HAT inh: -7.0; E coli growth: 1.6; DAGLB inhibitor: -0.4

Results for O=C(CN1C(=O)CSc2ccccc21)Nc1ccc2c(c1)OCCO2 ?
PvdQ acylase: -9.3; Wnt bcat act: 21.2; phage Ecoli inh: 0.6; Tat transport: -12.6; CAL PDZ inh: -0.7; AddAB inh: 0.0; PfHsp90 set2: -7.9; Rtt109 HAT inh: -5.4; E coli growth: 0.4; DAGLB inhibitor: 1.7

What do the screens show for `Cc1onc(-c2ccccc2Cl)c1C(=O)Nc1cccc(S(=O)(=O)NC2=NCCC2)c1`?
PvdQ acylase: 1.4; Wnt bcat act: 0.1; phage Ecoli inh: 3.4; Tat transport: 3.0; CAL PDZ inh: -0.1; AddAB inh: 1.6; PfHsp90 set2: 23.0; Rtt109 HAT inh: -6.4; E coli growth: 1.9; DAGLB inhibitor: 1.2

Results for COc1cccc(C2c3c(-c4ccccc4O)n[nH]c3C(=O)N2Cc2ccco2)c1 (stereo not drawn) ?
PvdQ acylase: -2.4; Wnt bcat act: 2.0; phage Ecoli inh: 0.6; Tat transport: 5.4; CAL PDZ inh: -2.9; AddAB inh: 2.0; PfHsp90 set2: -13.2; Rtt109 HAT inh: 4.7; E coli growth: 4.5; DAGLB inhibitor: 4.8

What do the screens show for `c1ccc(-c2n[nH]c(-c3ccccc3)c2-c2nc3ccccc3[nH]2)cc1`?
PvdQ acylase: -6.7; Wnt bcat act: -1.8; phage Ecoli inh: 2.1; Tat transport: -1.6; CAL PDZ inh: -1.6; AddAB inh: 2.6; PfHsp90 set2: 68.9; Rtt109 HAT inh: -9.5; E coli growth: 1.6; DAGLB inhibitor: -1.2

How did C=CCNC1=C(Cl)C(=O)N(c2ccccc2Cl)C1=O do in these assays?
PvdQ acylase: -16.2; Wnt bcat act: -2.8; phage Ecoli inh: 3.0; Tat transport: -10.1; CAL PDZ inh: -4.5; AddAB inh: 0.1; PfHsp90 set2: -8.7; Rtt109 HAT inh: -1.7; E coli growth: 1.7; DAGLB inhibitor: -2.4

Results for COc1ccc(CCNC(=S)NCc2ccc(Cl)c(Cl)c2)cc1OC ?
PvdQ acylase: 0.2; Wnt bcat act: -0.9; phage Ecoli inh: 4.9; Tat transport: 1.5; CAL PDZ inh: -0.3; AddAB inh: 3.8; PfHsp90 set2: 2.9; Rtt109 HAT inh: 0.1; E coli growth: 1.8; DAGLB inhibitor: 0.5

What do the screens show for `C=CCC(=O)NC(C)c1cnn(-c2ccccc2C)c1C` (stereo not drawn)?
PvdQ acylase: -18.8; Wnt bcat act: 4.4; phage Ecoli inh: 1.2; Tat transport: 23.3; CAL PDZ inh: 0.9; AddAB inh: 1.6; PfHsp90 set2: 7.4; Rtt109 HAT inh: 1.8; E coli growth: -1.6; DAGLB inhibitor: 2.5

What do the screens show for `Cn1c(NNC(=O)c2cccc3ccccc23)cc(=O)n(C)c1=O`?
PvdQ acylase: -1.7; Wnt bcat act: -2.5; phage Ecoli inh: 0.5; Tat transport: -4.0; CAL PDZ inh: -0.5; AddAB inh: 1.9; PfHsp90 set2: 10.0; Rtt109 HAT inh: 6.0; E coli growth: 0.8; DAGLB inhibitor: 1.5

Results for Cc1ccc(NC2c3ncccc3C(=O)N2Cc2cccs2)cc1C (stereo not drawn) ?
PvdQ acylase: -17.4; Wnt bcat act: -8.4; phage Ecoli inh: 2.5; Tat transport: -10.8; CAL PDZ inh: -2.5; AddAB inh: 2.1; PfHsp90 set2: -7.6; Rtt109 HAT inh: -2.2; E coli growth: -1.3; DAGLB inhibitor: 10.4

What do the screens show for `CC(=O)Nc1cccc(-c2csc(Nc3cc(C)ccn3)n2)c1`?
PvdQ acylase: -15.6; Wnt bcat act: 29.2; phage Ecoli inh: 0.1; Tat transport: inconclusive; CAL PDZ inh: 0.5; AddAB inh: 4.5; PfHsp90 set2: -1.5; Rtt109 HAT inh: 15.7; E coli growth: -2.5; DAGLB inhibitor: 0.8

Results for O=C(NCc1nc2ccccc2[nH]1)c1ccco1 ?
PvdQ acylase: -15.8; phage Ecoli inh: 1.6; Tat transport: 3.6; CAL PDZ inh: -0.7; AddAB inh: -2.4; PfHsp90 set2: 17.0; Rtt109 HAT inh: 3.3; E coli growth: -1.5; DAGLB inhibitor: -0.4

How did CCn1c(CCNC(=O)c2cccs2)nnc1SCC(=O)Nc1ccc(Cl)cc1 do in these assays?
PvdQ acylase: 4.4; Wnt bcat act: -1.8; phage Ecoli inh: 2.8; Tat transport: -4.1; CAL PDZ inh: -0.9; AddAB inh: 3.9; PfHsp90 set2: 40.8; Rtt109 HAT inh: 1.1; E coli growth: 1.7; DAGLB inhibitor: -2.5

What do the screens show for `COCC(O)CNc1ccccc1` (stereo not drawn)?
PvdQ acylase: -5.9; Wnt bcat act: -8.1; phage Ecoli inh: 2.0; Tat transport: -5.9; CAL PDZ inh: 1.3; AddAB inh: 0.0; PfHsp90 set2: -16.5; Rtt109 HAT inh: 2.5; E coli growth: -1.0; DAGLB inhibitor: 2.4

How did CC(C)CC(NC(=O)OC(C)(C)C)C(=O)NC(C(=O)NC(C)C(N)=O)C(C)C (stereo not drawn) do in these assays?
PvdQ acylase: -9.3; Wnt bcat act: -14.0; phage Ecoli inh: 0.5; Tat transport: -10.1; CAL PDZ inh: -1.8; AddAB inh: 3.0; PfHsp90 set2: 9.5; Rtt109 HAT inh: 1.0; E coli growth: 2.6; DAGLB inhibitor: 0.2

What do the screens show for `COC(=O)c1ccccc1NC(=O)CCc1ccccc1`?
PvdQ acylase: -5.7; Wnt bcat act: 0.5; phage Ecoli inh: 4.9; Tat transport: -0.7; CAL PDZ inh: 0.1; AddAB inh: 3.0; PfHsp90 set2: 9.9; Rtt109 HAT inh: -0.5; E coli growth: -0.7; DAGLB inhibitor: -7.9

Results for COc1ccc(C2/C=C\CN(C(=O)c3ccc(C)cc3)CC(=O)N2Cc2ccc(F)cc2)cc1 (stereo not drawn) ?
PvdQ acylase: 5.0; Wnt bcat act: -1.8; phage Ecoli inh: 2.4; Tat transport: 12.9; CAL PDZ inh: -0.6; AddAB inh: 2.4; Rtt109 HAT inh: 6.9; E coli growth: -1.0; DAGLB inhibitor: -3.6

What do the screens show for `COc1ccc(C(=O)N/C(=C\c2cccs2)C(=O)N2CCN(C)CC2)cc1OC`?
PvdQ acylase: 9.4; Wnt bcat act: -1.4; phage Ecoli inh: 1.2; Tat transport: 6.8; CAL PDZ inh: -0.7; AddAB inh: 4.4; PfHsp90 set2: 11.6; Rtt109 HAT inh: -1.1; E coli growth: 0.8; DAGLB inhibitor: -2.0

Results for C=CCn1cccc(C(=O)Nc2cc(OC)c(OC)c(OC)c2)c1=O ?
PvdQ acylase: -6.2; Wnt bcat act: -0.4; phage Ecoli inh: 3.5; Tat transport: -8.3; CAL PDZ inh: -1.4; AddAB inh: -1.0; PfHsp90 set2: 22.1; Rtt109 HAT inh: 11.6; E coli growth: -3.0

How did CCC(=O)N1CCN(c2ccc(Cl)cc2NC(=O)c2ccc(N3CCCC3)c([N+](=O)[O-])c2)CC1 do in these assays?
PvdQ acylase: -16.5; Wnt bcat act: -3.3; phage Ecoli inh: 3.4; Tat transport: -1.3; CAL PDZ inh: -0.9; AddAB inh: -2.1; PfHsp90 set2: -20.2; Rtt109 HAT inh: -7.1; E coli growth: -2.6; DAGLB inhibitor: 1.7

How did COc1cc(NC(=O)c2cccc(Cl)c2)c(OC)cc1NC(=O)CN1CCCCC1 do in these assays?
PvdQ acylase: -12.3; Wnt bcat act: -2.6; phage Ecoli inh: 2.2; Tat transport: 2.9; CAL PDZ inh: 0.1; AddAB inh: -1.0; PfHsp90 set2: -18.9; Rtt109 HAT inh: 3.3; E coli growth: -1.2; DAGLB inhibitor: -0.3

Screening data: PubChem BioAssay, several laboratories
